High-throughput results as filed in PubChem BioAssay.
Mm-Cpn inhibitor: inhibitors of Methanococcus maripaludis chaperonin (MmCpn); purified Mm-Cpn ATPase, ADP Transcreener TR-FRET; Potency, µM (doses to about 76.9 µM), for the others: top-dose activity, negative = inhibition, actives largely listed as inhibitors; 0.031% of 330,000 active; further: potency means the concentration at half of the fitted maximal effect; on the % scale 0 is the no-effect control and ±100 the full control effect; nearly all actives have a fitted effect of over 80% in size
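ATP (10 uM final) was added to archaeal chaperonin (25 nM final) after 10 min exposure to test compound at 37°C; after 30 min further incubation, ADP was detected by competitive TR-FRET.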
Nrf2 block: inhibitors of Nrf2 signaling. A549 ARE-Fluc reporter, luciferase luminescence, 18-24 h. AID 504444. 2.1% of 360,000 active. Potency, µM (series often up to 46 µM), for the others: top-dose activity change, negative = inhibition, hits mostly inhibitors; further: potency means the concentration at half of the fitted maximal effect; on the % scale 0 is the no-effect control and ±100 the full control effect; nearly all actives have a fitted effect of over 60% in size
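Quantitative HTS in A549 cells stably bearing an antioxidant response element-firefly luciferase construct. Inhibition of Nrf2-driven transcription was scored by luminescence after 18-24 h of compound exposure at 37 °C.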
TGFb inhibitor: TGF-b pathway inhibition | HepG2 CAGA-GFP TGF-b/SMAD3 reporter, GFP fluorescence, 18 h; TGF-beta stimulated, 500 pg/mL final | Potency, µM (doses to about 46.1 µM), without a hit: top-dose activity, negative = inhibition, usual class: inhibitors | 1.2% of 410,000 active | AID 588855; further: potency means the concentration at half of the fitted maximal effect; on the % scale 0 is the no-effect control and ±100 the full control effect; nearly all actives have a fitted effect of over 65% in size
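First, reporter cells (HEPG2 CAGA-GFP) rested 2 h at 37 degrees C. Next, compounds were pinned in and TGF-beta added to 500 pg/mL final. After 18 h, GFP was imaged per cell and summed per well.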
Nrf2 activator: activators of Nrf2 (ARE) signaling. AREc32 ARE-luciferase reporter (MCF7-derived line), luminescence, 24 h. Potency, µM (doses to about 46.1 µM), inactives show at the top dose activation, most hits filed as activators. 0.31% of 410,000 active; further: potency means the concentration at half of the fitted maximal effect; % of control where 0% means no effect; nearly all actives have a fitted effect of over 65% in size
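Luminescent ARE reporter assay in AREc32_Fluc cells: overnight plating at 37 deg C, 24 hr compound incubation, Steady-Glo added, 30 min RT before reading.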
CCT modulator: modulators of cytosolic chaperonin (CCT/TRiC) activity; 0.3% of 360,000 active; purified chaperonin ATPase assay, HTRF ADP detection, 30 min; activity change, % (concentration not given with the values), hits read low; in the data active means activity change below about -30%; further: on the % scale 0 is the no-effect control and ±100 the full control effect
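Nucleotide hydrolysis assay: TRiC at 20–40 nM final (set by batch activity) with 10 uM ATP, 30 min at 37 °C, in presence of 76 uM compound. Detection by competitive ADP HTRF, 30 min ambient.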
A549 tox: counter-screen for Nrf2 inhibitors: cytotoxicity in A549 cells; AID 504648; 0.16% of 390,000 active; A549 ARE-Fluc cells, CellTiter-Fluor viability, 18-24 h; Potency, µM (titrated, usually from 46 µM), for the others: top-dose activity change, negative = cytotoxicity, actives largely listed as inhibitors; further: potency means the concentration at half of the fitted maximal effect; on the % scale 0 is the no-effect control and ±100 the full control effect
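Cytotoxicity counterscreen: CellTiter-Fluor fluorescence was measured in A549 ARE_Fluc cells after 18-24 h of compound exposure in a concentration series. The subsequent BugLite luminescent read reports ARE-luciferase activity.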
EPAC2 antag: EPAC2 (human) antagonism; Q8WZA2; EPAC2 GEF exchange of Rap1B-BODIPY-GDP, fluorescence; Potency, µM (highest dose often 114 µM), without a hit: top-dose activity, negative = inhibition, hits mostly inhibitors; 0.18% of 360,000 active; further: potency means the concentration at half of the fitted maximal effect; on the % scale 0 is the no-effect control and ±100 the full control effect; nearly all actives have a fitted effect of over 45% in size; many of its hits are not listed in these tables
Target sequence (Q8WZA2 whole entry, looked up): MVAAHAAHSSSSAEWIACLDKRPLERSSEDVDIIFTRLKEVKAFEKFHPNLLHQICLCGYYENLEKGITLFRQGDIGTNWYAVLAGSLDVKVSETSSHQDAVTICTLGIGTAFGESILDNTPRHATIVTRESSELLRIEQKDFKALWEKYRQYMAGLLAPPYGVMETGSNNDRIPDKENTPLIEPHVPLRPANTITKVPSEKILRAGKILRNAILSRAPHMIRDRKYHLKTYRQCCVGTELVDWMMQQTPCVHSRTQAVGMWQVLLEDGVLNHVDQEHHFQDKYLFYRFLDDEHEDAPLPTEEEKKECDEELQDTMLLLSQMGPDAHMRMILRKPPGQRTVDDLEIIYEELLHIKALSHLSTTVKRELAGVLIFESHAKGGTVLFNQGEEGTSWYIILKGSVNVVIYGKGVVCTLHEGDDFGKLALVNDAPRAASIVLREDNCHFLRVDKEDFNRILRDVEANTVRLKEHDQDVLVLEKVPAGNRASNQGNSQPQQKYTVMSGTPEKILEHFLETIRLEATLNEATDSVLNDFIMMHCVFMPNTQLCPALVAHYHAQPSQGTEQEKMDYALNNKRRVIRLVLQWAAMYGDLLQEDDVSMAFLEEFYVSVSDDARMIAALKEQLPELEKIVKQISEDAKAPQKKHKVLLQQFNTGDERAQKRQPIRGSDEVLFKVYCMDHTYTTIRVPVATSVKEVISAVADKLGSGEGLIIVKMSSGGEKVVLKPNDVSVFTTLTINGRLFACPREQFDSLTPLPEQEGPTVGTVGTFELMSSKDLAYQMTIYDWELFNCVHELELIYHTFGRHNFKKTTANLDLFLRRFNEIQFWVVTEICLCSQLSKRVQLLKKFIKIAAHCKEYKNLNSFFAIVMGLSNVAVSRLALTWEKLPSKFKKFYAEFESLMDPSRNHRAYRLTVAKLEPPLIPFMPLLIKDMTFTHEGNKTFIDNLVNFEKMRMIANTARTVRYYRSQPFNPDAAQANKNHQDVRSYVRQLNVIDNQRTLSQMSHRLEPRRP
EPAC2 ag: EPAC2 (human) agonism | Q8WZA2 | EPAC2 activation, biochemical qHTS; response scale: 100% = 6.5 mM cAMP response | Potency, µM (titrated, usually from 154 µM), for inactives: at the top dose activation, usual class: activators | 0.079% of 360,000 active | AID 720711; further: potency means the concentration at half of the fitted maximal effect; nearly all actives have a fitted effect of over 50% in size
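EPAC2 (100 nM) mixed with Rap1B loaded with BODIPY-GDP (250 nM) plus 50 uM unlabeled GDP; compounds pinned in, 5 min RT, then read every 5 min for 30 min (ex 480, em 540 nm). Normalized to cAMP control.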
pAkt inh: Akt phosphorylation inhibition; Neuro2A IGF-stimulated pAkt S473 HTRF, 20 min; hits give low values; activity change, % for hits at 50 µM; AID 651550; 0.32% of 360,000 active; in the data active means activity change below about -80%; inconclusive means mostly about -51% to -80%; further: on the % scale 0 is the no-effect control and ±100 the full control effect
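Neuro2A cells in DMEM with 0.5% FBS, overnight at 37 deg C, given compound at single 50 µM final, then IGF (6 nM final) for 20 min at 37 deg C. Lysed; phospho-Akt Ser473 by HTRF after 24 h, 665/615 ratio.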
* hit, by the source's call; [ ] = dose if it differs, or a comment. Unless noted, the call rests on the fitted dose curve; in most records, active means well fitted curve in the direction sought with a large enough effect; inconclusive means small, poorly fitted or top-dose-only effect, or another doubt; inactive means no such curve, though single readings can be large; an effect the other way counts as inactive or inconclusive. Only part of the results is shown (hit frequency here may not be typical).

How did Cc1ccc(CCNC(=O)C(C)n2nc(C)c3c(C)n(-c4ccccc4)nc3c2=O)cc1 (stereo not given) do in these assays?
Mm-Cpn inhibitor: -2%; Nrf2 block: -18%; TGFb inhibitor: -10%; Nrf2 activator: 0.0%; CCT modulator: -1.9; A549 tox: 1%; EPAC2 antag: 9%; EPAC2 ag: 7%; pAkt inh: inactive

What do the screens show for `Cc1cc(Br)cn2c(Cc3ccccc3)c(-c3ccc(Cl)cc3)nc12`?
Nrf2 activator: 8.1%; CCT modulator: -1.9; EPAC2 antag: 0%; EPAC2 ag: 12%; pAkt inh: inactive

Results for Cc1ccc(C)c(NC(=O)CSc2nnc(-c3ccccc3C)o2)c1 ?
Mm-Cpn inhibitor: 1%; Nrf2 block: 20%; TGFb inhibitor: 25%; Nrf2 activator: -0.2%; CCT modulator: -3.4; A549 tox: 5%; EPAC2 antag: 0%; EPAC2 ag: 3%; pAkt inh: inactive

What do the screens show for `CCS(=O)(=O)c1nc(S(=O)(=O)c2ccc(Cl)cc2)c(NCCCN2CCCC2=O)s1`?
Mm-Cpn inhibitor: -1%; Nrf2 block: -19%; TGFb inhibitor: -2%; Nrf2 activator: -0.2%; CCT modulator: 0.7; A549 tox: 0%; EPAC2 antag: -1%; EPAC2 ag: 7%; pAkt inh: inactive

How did COCCCN1C(=O)C(=O)/C(=C(/O)c2ccc(OC)cc2)C12C(=O)N(C)c1ccccc12 (stereo not given) do in these assays?
Mm-Cpn inhibitor: 0%; Nrf2 block: 19%; TGFb inhibitor: 12%; Nrf2 activator: -1.3%; CCT modulator: -1.7; A549 tox: 13%; EPAC2 antag: 31%[activator]; EPAC2 ag: 16%; pAkt inh: inactive

How did COc1ccccc1COCC(O)CN1CCCCC1CO (stereo not given) do in these assays?
Mm-Cpn inhibitor: 1%; Nrf2 block: 2%; TGFb inhibitor: -6%; Nrf2 activator: 0.2%; CCT modulator: -2.1; A549 tox: 8%; EPAC2 antag: 7%; EPAC2 ag: 4%; pAkt inh: inactive

What do the screens show for `CCOc1ccc(S(=O)(=O)N2CCN(C)CC2)c(C)c1C`?
Mm-Cpn inhibitor: 0%; TGFb inhibitor: 19%; Nrf2 activator: -0.5%; CCT modulator: -0.3; A549 tox: 11%; EPAC2 antag: -4%; EPAC2 ag: 4%; pAkt inh: inactive

How did O=C(CCCC(=O)N1CCN(c2ccc([N+](=O)[O-])cc2)CC1)c1ccccc1 do in these assays?
Mm-Cpn inhibitor: 2%; Nrf2 block: -2%; TGFb inhibitor: 2%; Nrf2 activator: 0.3%; CCT modulator: -1.0; A549 tox: -1%; EPAC2 antag: -3%; EPAC2 ag: -4%; pAkt inh: inactive

What do the screens show for `O=C(Nn1cnc2ccccc2c1=O)c1ccccc1Cl`?
Mm-Cpn inhibitor: 1%; Nrf2 block: inconclusive; TGFb inhibitor: 36%[activator]; Nrf2 activator: 2.1%; CCT modulator: -6.8; A549 tox: -2%; EPAC2 antag: 11%; EPAC2 ag: -5%; pAkt inh: inactive

Results for Cc1cc(C(=O)N/N=C/c2ccc([N+](=O)[O-])cc2)c(C)o1 ?
Mm-Cpn inhibitor: 2%; Nrf2 block: -2%; TGFb inhibitor: 12%; Nrf2 activator: 0.1%; CCT modulator: -8.4; A549 tox: -5%; EPAC2 antag: 6%; EPAC2 ag: -4%; pAkt inh: inactive

How did CCOc1cccc(/C=N/Nc2nc(N3CCCC3)nc(N3CCCC3)n2)c1O do in these assays?
Mm-Cpn inhibitor: 0%; Nrf2 block: 28%; TGFb inhibitor: 7%; Nrf2 activator: -0.8%; CCT modulator: 0.3; A549 tox: 16%; EPAC2 antag: 10%; EPAC2 ag: -3%; pAkt inh: inactive

What do the screens show for `S=C(Nc1ccc(Br)cc1Cl)NN1CCOCC1`?
Mm-Cpn inhibitor: 1%; Nrf2 block: -7%; TGFb inhibitor: 2%; Nrf2 activator: 2.0%; CCT modulator: -0.2; A549 tox: 1%; EPAC2 antag: -14%; EPAC2 ag: 7%; pAkt inh: inactive

How did CCC1CCCCN1CCCNC(=O)Cn1ncc2c(C)n(Cc3ccccc3Cl)c(C)c2c1=O (stereo not given) do in these assays?
Mm-Cpn inhibitor: 0%; Nrf2 block: -13%; TGFb inhibitor: -6%; Nrf2 activator: 0.3%; CCT modulator: -0.3; A549 tox: -3%; EPAC2 antag: 4%; EPAC2 ag: 8%; pAkt inh: inactive

What do the screens show for `O=C(CSc1nnc(Nc2ccccc2F)s1)NC1CCCC1`?
Mm-Cpn inhibitor: -2%; Nrf2 block: 8%; TGFb inhibitor: -5%; Nrf2 activator: 0.2%; CCT modulator: 0.3; A549 tox: 1%; EPAC2 antag: -15%; EPAC2 ag: 5%; pAkt inh: inactive

Results for CC(Oc1ccccc1Cl)C(=O)Nc1ccc(S(=O)(=O)N2CCCC2)cc1 (stereo not given) ?
Mm-Cpn inhibitor: -1%; Nrf2 block: inconclusive; TGFb inhibitor: -23%; Nrf2 activator: 2.9%; CCT modulator: -2.0; A549 tox: -12%; EPAC2 antag: -3%; EPAC2 ag: 7%; pAkt inh: inactive

How did COc1ccc(CNCc2c(C(=O)O)c(C)n(Cc3ccc(Cl)cc3)c2C)c(OC)c1 do in these assays?
Nrf2 block: 16%; TGFb inhibitor: -13%; Nrf2 activator: 5.8%; A549 tox: -13%

What do the screens show for `CN(c1ccc(OCC(=O)N2CCOCC2)cc1)S(=O)(=O)c1ccc(F)cc1`?
Mm-Cpn inhibitor: -2%; Nrf2 block: 11%; TGFb inhibitor: -2%; Nrf2 activator: -0.8%; CCT modulator: -2.0; A549 tox: -3%; EPAC2 antag: 1%; EPAC2 ag: 9%; pAkt inh: inactive

How did CC(C)[C@H](NC(=O)N1c2ccccc2NC(=O)[C@@H]1C(C)C)C(=O)N[C@H](Cc1ccccc1)C(=O)O do in these assays?
Mm-Cpn inhibitor: 1%; Nrf2 block: 4%; TGFb inhibitor: 3%; Nrf2 activator: 0.6%; CCT modulator: -2.5; A549 tox: 2%; EPAC2 antag: 0%; EPAC2 ag: -9%; pAkt inh: inactive

Results for C[C@@]12CCC=C[C@H]1[C@H](c1ccoc1)N(Cc1ccccc1)C2=O ?
Mm-Cpn inhibitor: 3%; Nrf2 block: 11%; TGFb inhibitor: -19%; Nrf2 activator: 7.6%; CCT modulator: -0.3; A549 tox: 16%; EPAC2 antag: inconclusive; EPAC2 ag: 4%; pAkt inh: inactive

How did Cc1cc(C)nc(N2CCN(C(=O)CCC(=O)Nc3nnc(C(C)C)s3)CC2)n1 do in these assays?
Mm-Cpn inhibitor: -7%; Nrf2 block: 2%; TGFb inhibitor: 2%; Nrf2 activator: 0.0%; CCT modulator: 2.0; A549 tox: 3%; EPAC2 antag: -4%; EPAC2 ag: 4%; pAkt inh: inactive

Results for CS(=O)(=O)N1CCN(c2ccccc2NC(=S)NC(=O)c2ccccc2[N+](=O)[O-])CC1 ?
Mm-Cpn inhibitor: 2%; Nrf2 block: -10%; TGFb inhibitor: -2%; Nrf2 activator: 4.4%; CCT modulator: -0.1; A549 tox: 12%; EPAC2 antag: -1%; EPAC2 ag: 6%; pAkt inh: inactive

What do the screens show for `CC(=O)c1ccc(N2CCN(C(=O)Cc3n[nH]c(=O)c4ccccc34)CC2)cc1`?
Mm-Cpn inhibitor: 0%; Nrf2 block: -15%; TGFb inhibitor: 15%; Nrf2 activator: 0.0%; CCT modulator: -2.5; A549 tox: 0%; EPAC2 antag: -4%; EPAC2 ag: -8%; pAkt inh: inactive

Results for O=C(OC1CCOC1=O)c1cc(-c2cccc(Br)c2)nc2ccccc12 (stereo not given) ?
Mm-Cpn inhibitor: -3%; Nrf2 block: 3%; TGFb inhibitor: -7%; Nrf2 activator: 2.6%; CCT modulator: -0.3; A549 tox: 4%; EPAC2 antag: 7%; EPAC2 ag: -2%; pAkt inh: inactive

How did COc1cccc(-c2nc(CCl)cs2)c1OC do in these assays?
Mm-Cpn inhibitor: -4%; Nrf2 block: 5%; TGFb inhibitor: 7%; Nrf2 activator: 7.5%; CCT modulator: -0.5; A549 tox: -3%; EPAC2 antag: -1%; EPAC2 ag: 4%; pAkt inh: inactive

How did O=C(Nc1cnn(C23CC4CC(CC(C4)C2)C3)c1)c1cnn2cccnc12 do in these assays?
Mm-Cpn inhibitor: 0%; Nrf2 block: inconclusive; TGFb inhibitor: -14%; Nrf2 activator: 2.2%; CCT modulator: -2.1; A549 tox: -13%[1.84 µM]; EPAC2 antag: -1%; EPAC2 ag: -2%; pAkt inh: inactive

How did CCOC(=O)CN1C(=O)CC(c2ccccc2)C1=O (stereo not given) do in these assays?
Mm-Cpn inhibitor: -5%; Nrf2 block: -16%; TGFb inhibitor: 11%; Nrf2 activator: -0.9%; CCT modulator: 1.3; A549 tox: 0%; EPAC2 antag: 2%; EPAC2 ag: -4%; pAkt inh: inactive

How did COc1cc2cc(CNc3ccc(C)cc3)c(=O)n(CC(=O)Nc3ccc(F)cc3F)c2cc1OC do in these assays?
Nrf2 block: inconclusive; TGFb inhibitor: -24%; Nrf2 activator: 11%; A549 tox: 1%

Looked up one by one from the list above (2):
Results for C[C@@]12CCC=C[C@H]1[C@H](c1ccoc1)N(Cc1ccccc1)C2=O ?
Mm-Cpn inhibitor: 3%; Nrf2 block: 11%; TGFb inhibitor: -19%; Nrf2 activator: 7.6%; CCT modulator: -0.3; A549 tox: 16%; EPAC2 antag: inconclusive; EPAC2 ag: 4%; pAkt inh: inactive

How did O=C(CCCC(=O)N1CCN(c2ccc([N+](=O)[O-])cc2)CC1)c1ccccc1 do in these assays?
Mm-Cpn inhibitor: 2%; Nrf2 block: -2%; TGFb inhibitor: 2%; Nrf2 activator: 0.3%; CCT modulator: -1.0; A549 tox: -1%; EPAC2 antag: -3%; EPAC2 ag: -4%; pAkt inh: inactive
